Tau fluor cs: Counterscreen qHTS for Inhibitors of Tau Fibril Formation, Fluorescence Polarization; AID 1463, 2008; tau K18 P301L Alexa594 fluorescence, heparin fibrillization; Potency, µM (doses to about 57.7 µM), inactives show top-dose activity change, negative = decrease; 280,000 compounds, 0.93% hits; also: % is scaled to controls: 0 for no effect and ±100 for the full control effect; nearly all actives have a fitted effect of over 55% in size
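Human tau K18 P301L (15 uM unlabeled, 0.24 uM Alexa 594-labeled) in 100 mM sodium acetate pH 7 with 20 uM heparin, 6 hr at 37 C. ThT 30 uM added, 1 hr ambient; Alexa 594 FP and total fluorescence read at 555/632 nm.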
TRb-SRC2 inh: qHTS for Inhibitors of the Interaction of Thyroid Hormone Receptor and Steroid Receptor Coregulator 2 | TRbeta-SRC2 peptide binding, fluorescence polarization; receptor liganded with 1 µM T3 | Potency, µM (titrated, usually from 106 µM), for the others: at the highest dose activity change, negative = inhibition, hits mostly inhibitors | 280,000 compounds, 0.065% hits;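 also: plate controls were bound peptide for no effect and peptide without receptor for full effect; nearly all actives have a fitted effect of over 50% in size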
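Read-out is fluorescence polarization (555 nm excitation, 632 nm emission) of a Texas Red SRC2 coactivator peptide; loss of signal reflects blocked binding to human TRb ligand-binding domain in the presence of 1 uM T3.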
RECQ1 inh: qHTS Assay for Inhibitors of RecQ-Like Dna Helicase 1 (RECQ1). ATP-dependent DNA helicase Q1 (Homo sapiens), P46063. RECQ1 DNA unwinding, red fluorescence kinetic read. Potency, µM (series often up to 57.3 µM), for the others: at the highest dose activity, negative = inhibition, actives largely listed as inhibitors. 240,000 compounds, 0.54% hits. AID 2549, 2010;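 also: plate controls were vehicle for no effect and no enzyme for full effect; nearly all actives have a fitted effect of over 30% in size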
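50 nM RECQ1T1 preincubated 15 min with compound in Tris pH 8.0 buffer with MgCl2, DTT, Tween-20 and 2.5 ug/ml poly(dI-dC); started with 200 nM TAMRA/BHQ-2 forked duplex and 2 mM ATP. Unwinding read as fluorescence (525/598 nm), two reads 2 h apart.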
HTT cytoprotect: qHTS Multiplex Assay to Identify Dual Action Probes in a Cell Model of Huntington: Cytoprotection (ATP); Potency, µM (series often up to 56.4 µM), for the others: cytoprotection (ATP increase), actives largely listed as activators; 230,000 compounds, 0.14% hits; PC12 HTT-Q103 induced, cytoprotection, ATP luminescence, 40 h; AID 1471, 2008;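 also: % of control where 0% means no effect; nearly all actives have a fitted effect of over 45% in size; toxic huntingtin expression switched on by the ecdysone agonist tebufenozide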
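Compounds added alongside 100 nM tebufenozide, which induces toxic Q103 huntingtin exon 1-GFP in stable PC12 cells; surviving cells quantified by luminescent ATP measurement. Medium: phenol red-free DMEM, 5% equine and 5% calf serum.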
TexasRed fluor: Total Fluorescence Counterscreen for Inhibitors of the Interaction of Thyroid Hormone Receptor and Steroid Receptor Coregulator 2; TRb/SRC2 Texas Red total fluorescence interference; Potency, µM (highest dose often 106 µM), for inactives: at the highest dose fluorescence change, negative = quenching; 280,000 compounds, 0.29% hits; AID 1479, 2009; active = well fitted curve in either direction with a large enough effect; inconclusive = small, poorly fitted or top-dose-only effect; also: % is scaled to controls: 0 for no effect and ±100 for the full control effect
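Human TRβ ligand-binding domain (0.6 uM) and Texas Red SRC2 peptide (20 nM) in Tris buffer with 1 uM T3 and 5% DMSO were incubated with pinned compound for 5 hr at ambient temperature. Total fluorescence was computed as S + 2P (555/632 nm).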
L3MBTL1 block: qHTS Assay for the Inhibitors of L3MBTL1 | Lethal(3)malignant brain tumor-like protein 1 (Homo sapiens), Q9Y468 | AlphaScreen L3MBTL1–H3K9me1 peptide binding | Potency, µM (doses to about 57.1 µM), for the others: at the top dose activity, negative = inhibition, usual class: inhibitors | 230,000 compounds, 0.66% hits; also: % is scaled to controls: 0 for no effect and ±100 for the full control effect; nearly all actives have a fitted effect of over 60% in size
Target sequence (Q9Y468 whole entry, looked up): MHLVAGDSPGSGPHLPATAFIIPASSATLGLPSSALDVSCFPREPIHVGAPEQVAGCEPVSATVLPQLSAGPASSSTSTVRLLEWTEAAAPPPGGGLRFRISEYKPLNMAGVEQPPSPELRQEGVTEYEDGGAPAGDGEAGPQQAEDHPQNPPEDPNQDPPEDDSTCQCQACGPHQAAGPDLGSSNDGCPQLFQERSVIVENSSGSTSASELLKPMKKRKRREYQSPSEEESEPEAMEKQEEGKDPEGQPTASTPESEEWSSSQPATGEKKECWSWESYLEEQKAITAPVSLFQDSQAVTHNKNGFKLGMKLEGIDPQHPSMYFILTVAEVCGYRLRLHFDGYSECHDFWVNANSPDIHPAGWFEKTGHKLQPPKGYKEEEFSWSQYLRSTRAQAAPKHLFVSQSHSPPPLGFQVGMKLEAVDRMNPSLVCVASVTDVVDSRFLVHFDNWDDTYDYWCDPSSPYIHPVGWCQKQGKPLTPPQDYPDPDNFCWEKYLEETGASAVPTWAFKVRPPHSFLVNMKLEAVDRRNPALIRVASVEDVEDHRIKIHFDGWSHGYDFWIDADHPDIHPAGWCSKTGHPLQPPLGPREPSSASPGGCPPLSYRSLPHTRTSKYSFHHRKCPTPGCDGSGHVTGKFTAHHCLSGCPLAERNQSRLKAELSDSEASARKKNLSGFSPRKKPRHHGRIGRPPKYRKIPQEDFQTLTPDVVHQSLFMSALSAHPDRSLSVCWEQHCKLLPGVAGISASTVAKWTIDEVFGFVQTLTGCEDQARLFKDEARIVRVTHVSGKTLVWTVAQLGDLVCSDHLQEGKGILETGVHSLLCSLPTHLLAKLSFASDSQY
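AlphaScreen proximity signal between nickel-chelate acceptor and streptavidin donor beads (final 10 ug/mL) reports binding of 50 nM L3MBTL1 to 75 nM biotin-H3 K9me1 peptide; complex incubated with compounds 30 min at room temperature; cefsulodin titration as control.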
Tau fibril ThT: qHTS for Inhibitors of Tau Fibril Formation, Thioflavin T Binding | Potency, µM (doses to about 57.4 µM), for the others: at the top dose activity, negative = inhibition, usual class: inhibitors | AID 1460, 2008 | Microtubule-associated protein tau (Homo sapiens), P10636 | 270,000 compounds, 2.1% hits | recombinant tau K18 P301L, heparin-induced fibrillization, ThT fluorescence; also: % is scaled to controls: 0 for no effect and ±100 for the full control effect; nearly all actives have a fitted effect of over 55% in size
Target sequence (P10636 561-689 P618L limits assumed): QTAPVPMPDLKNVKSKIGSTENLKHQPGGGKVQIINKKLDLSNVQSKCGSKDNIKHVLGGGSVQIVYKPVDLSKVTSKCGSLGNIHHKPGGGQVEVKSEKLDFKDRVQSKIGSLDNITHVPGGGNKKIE
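Using a mix of unlabeled (15 uM) and Alexa 594-labeled (0.24 uM) tau K18 P301L, heparin-triggered fibrillization over 6 hr at 37 C was scored by ThT fluorescence.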
Tau fibril FP: qHTS for Inhibitors of Tau Fibril Formation, Fluorescence Polarization. Microtubule-associated protein tau (Homo sapiens), P10636. K18 P301L tau heparin fibrillization, Alexa594 FP, 6 h. Potency, µM (highest dose often 57.7 µM), for inactives: at the top dose activity, negative = inhibition, hits mostly inhibitors. 280,000 compounds, 0.39% hits. AID 1468, 2008; also: % is scaled to controls: 0 for no effect and ±100 for the full control effect; nearly all actives have a fitted effect of over 55% in size
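Read-out: fluorescence polarization of Alexa 594-labeled tau (0.24 uM), 555 nm excitation, 632 nm emission. Mixtures held 15 uM unlabeled K18 P301L, compound and 20 uM heparin, pH 7 acetate buffer, incubated 6 hr at 37 C.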
* marks the source's active call; other numbers are inactive results; i = inactive; ? = inconclusive; . = not tested or not shown; & = joins results of further samples; [ ] = another dose, or the depositor's remark. Unless noted, calls follow the shape of the dose curve; as a rule, active = well fitted curve in the direction sought with a large enough effect; inconclusive = small, poorly fitted or top-dose-only effect, or another doubt; inactive = no such curve, though single readings can be large; an effect the other way counts as inactive or inconclusive. Potency is read from the fitted curve at half-maximal effect.

SMILES	Tau fluor cs	TRb-SRC2 inh	RECQ1 inh	HTT cytoprotect	TexasRed fluor	L3MBTL1 block	Tau fibril ThT	Tau fibril FP
O=C(Nc1ccccc1)c1ccc(NCC2CCCO2)c([N+](=O)[O-])c1 (configuration not stated)	-3.2%	6.7%	-13.3%	32.5%[10 µM]	-2.8%	?	7.3%	-13.2%
COc1cc(/C=C/C(=O)OC2CC3CCC2(C)C3(C)C)ccc1O (configuration not stated)	?	4.8%	-17.9%	15.3%[10 µM]	-2.6%	.	-8.9%	6.2%
COC(=O)c1cc(NC(=O)c2sc3ncn(Cc4cccc(F)c4)c(=O)c3c2C)cc(C(=O)OC)c1	-22.0%	-11.4%	.	.	-7.2%	.	15.7%	?
Cc1ccc(CNC(=O)c2nnn(Cc3ccc(F)cc3)c2N)cc1	5.7%	0.0%	.	.	-1.8%	.	6.4%	-0.9%
CC(C)C(NS(=O)(=O)c1ccc2c3c(cccc13)C(=O)N2)C(=O)O (configuration not stated)	-8.6%	5.0%	-4.9%	3.1%	0.1%	.	-13.6%	-2.8%
COC(=O)CCCC1=CC2=C(c3ccccc3)C(=O)C(C)(OC(=O)C3CCCC3)C(=O)C2=CN1CC(C)C (configuration not stated)	-7.1%[11.6 µM]	-4.3%[11.2 µM]	11.1%[11.5 µM]	4.8%&-1.1%[10 µM]	0.0%[11.2 µM]	.	?	-6.5%[11.6 µM]
O=C(NCC(c1ccco1)S(=O)(=O)c1cccs1)c1c(F)cccc1F (configuration not stated)	-7.6%	-3.6%	.	.	0.0%	.	-12.5%	-0.6%
COc1ccc(Oc2ccc(/C=C/C(=O)c3cccc(OC)c3)cc2[N+](=O)[O-])cc1	-17.7%	-12.1%	-3.0%	.	0.1%	-1.5%	?	2.2%
O=C(COC(=O)c1ccccc1O)Nc1ncc(Cl)cc1Cl	-5.9%	7.0%	-27.1%	-21.8%	-0.2%	?	?	6.2%
COc1cccc(C(C)NC(=S)NCc2ccc(Cl)cc2)c1 (configuration not stated)	-8.4%	-1.4%	-10.0%	-28.5%	1.0%	9.4%	2.6%	-6.4%
COc1cc(/C=N/O)cc(Br)c1OCc1ccc(Cl)cc1	?	-1.8%	-15.5%	-19.9%	-7.2%	3.4%	?	?
Cc1ccc(NC(=O)Cn2nc(C)c3ccccc3c2=O)cc1	-6.7%	-0.3%	-7.0%	-5.1%	-0.3%	8.0%	-6.3%	-6.4%
CCOCC(=O)Nc1ccc(S(=O)(=O)N2CCOCC2)cc1	4.9%	-9.2%	-1.4%	11.0%[10 µM]	0.4%	-4.2%	-9.5%	3.5%
CCn1c(/C=C/c2ccccc2C)nc2ccccc2c1=O	-14.3%	-4.5%	-9.3%	12.3%[10 µM]	0.3%	16.5%	-12.0%	-10.4%
COCCNC(=O)c1c(N)n(/N=C/c2cccs2)c2nc3ccccc3nc12	-24.7%	-1.5%	i	1.0%	-2.0%	.	?	-2.0%

Entries of single compounds, looked up by structure. Values in the order: Tau fluor cs, TRb-SRC2 inh, RECQ1 inh, HTT cytoprotect, TexasRed fluor, L3MBTL1 block, Tau fibril ThT, Tau fibril FP
`CCn1c(/C=C/c2ccccc2C)nc2ccccc2c1=O` is entered as -14.3%, -4.5%, -9.3%, 12.3%[10 µM], 0.3%, 16.5%, -12.0%, -10.4%
`O=C(Nc1ccccc1)c1ccc(NCC2CCCO2)c([N+](=O)[O-])c1` (configuration not stated) is entered as -3.2%, 6.7%, -13.3%, 32.5%[10 µM], -2.8%, ?, 7.3%, -13.2%
`CC(C)C(NS(=O)(=O)c1ccc2c3c(cccc13)C(=O)N2)C(=O)O` (configuration not stated) is entered as -8.6%, 5.0%, -4.9%, 3.1%, 0.1%, ., -13.6%, -2.8%
`COC(=O)c1cc(NC(=O)c2sc3ncn(Cc4cccc(F)c4)c(=O)c3c2C)cc(C(=O)OC)c1` is entered as -22.0%, -11.4%, ., ., -7.2%, ., 15.7%, ?

New compounds follow
SMILES	Tau fluor cs	TRb-SRC2 inh	RECQ1 inh	HTT cytoprotect	TexasRed fluor	L3MBTL1 block	Tau fibril ThT	Tau fibril FP
COc1ccc(Cl)cc1N1Cc2ccccc2C1	-16.9%	-2.2%	i	-7.5%	2.5%	.	-20.0%	5.3%
Cc1ccc(NC(=O)CSc2ncc3c(n2)-c2ccc(Cl)cc2N(C)S3(=O)=O)cc1F	?	-8.6%	.	.	0.8%	.	1.9%	?
COC(=O)c1cccc(NC(=O)CSc2nnnn2C)c1	2.0%	-10.4%	-2.3%	-12.8%	-0.4%	-1.5%	-4.4%	7.5%
O=C1CN(C(=O)c2ccccc2)c2ccccc2N1	5.5%	-13.4%	i	-3.7%	3.1%	-20.9%[11.4 µM]	-6.3%	4.7%
CC(C)[C@H](NC(=O)c1ccccc1F)C(=O)Nc1nc2c(s1)CCCC2	-3.1%	-0.7%	-13.1%	34.2%[10 µM]	1.3%	-3.8%	-3.1%	7.4%
CCc1nnc(SCC(=O)N(CC)c2ccccc2)c2cc3oc(C)cc3n12	-18.5%	-7.4%	.	.	-2.3%	.	?	-5.3%
CCOP(=O)(OCC)C(NCc1ccccc1)c1ccc(Br)cc1 (configuration not stated)	-6.7%	-5.2%	-2.7%	-0.2%	1.0%	.	-15.4%	-1.4%
CCCN(CCC)CCNC(=O)CS(=O)Cc1nc(-c2ccc(C)cc2)oc1C (configuration not stated)	-3.5%	0.6%	-1.4%	-17.9%	-1.5%	-15.7%	-9.4%	-0.3%
Cc1cc(NC(=O)c2noc3c2CCCC3)no1	4.5%	1.7%	i	-12.7%	3.6%	-5.1%	-0.1%	-0.5%
CCNC(=O)c1cc2c(=O)n3cccc(C)c3nc2n(Cc2ccc(C)cc2)c1=N	-4.5%	-1.1%	-4.2%	-16.4%[0.074 µM]	-1.2%	10.0%	-4.8%	0.4%
O=C(c1cc(-c2ccc(F)cc2)on1)N1CCN(c2ccc(F)cc2)CC1	-17.5%	1.3%	.	.	-12.0%	.	-5.9%	?
Cc1cc(Cl)ccc1NC(=S)Nc1cccnc1	-14.2%	-6.4%	-15.4%	2.3%	-0.6%	-0.7%	-13.2%	-10.2%
CCOC(=O)c1c(C)n(C)c2ccc(OCC(O)Cn3c(C)nc4ccccc43)cc12 (configuration not stated)	-3.3%	-1.8%	-9.5%	13.4%[10 µM]	1.6%	-4.2%	?	1.1%
C=Cn1nc(C)c2ccccc2c1=O	5.8%	-10.5%	-12.5%	-9.7%[10 µM]	1.2%	-7.5%	2.8%	-0.5%
Cn1nc(-c2ccccc2F)c2cc(C(=O)Nc3cc(F)ccc3F)sc21	-9.8%	1.2%	.	.	1.4%	.	9.7%	?
O=C(CN1C2=NCCCN2c2ccccc21)c1ccc(Cl)cc1Cl	-3.1%	0.4%	15.9%	-0.2%[10 µM]	1.6%	-12.6%	-6.8%	-9.3%
Cc1ccccc1CS(=O)(=O)CCC(=O)NCCCN1CCOCC1	-4.3%	-28.8%[53 µM]	i	10.6%[0.074 µM]	-0.4%[53 µM]	?	-2.6%	2.6%
CCC(C)C(=O)Nc1cc(Cl)ccc1C(=O)O (configuration not stated)	-1.7%	0.6%	i	.	-1.0%	-5.6%	-0.6%	-0.5%
O=C(Cn1c(=O)oc2cc(S(=O)(=O)NCc3ccccc3)ccc21)NCc1ccc(Cl)cc1	-5.1%	-5.1%	.	.	0.7%	.	0.3%	?
O=c1c(Cl)c(Cl)cnn1Cc1nnc(-c2ccc(Cl)cc2)o1	-15.6%	-19.5%	-17.3%	-188.4%[inhibitor]	-1.0%	.	28.2µM*	?
CCCN1CCN(c2ncnc3sc(C(=O)Nc4ccc(OC(F)(F)F)cc4)c(C)c23)CC1	-24.4%	0.0%	.	.	-1.9%	.	-0.3%	-1.0%
CCCc1nnc(NC(=O)CCC(=O)NC2CCCc3ccccc32)s1 (configuration not stated)	-0.8%	-10.3%	4.3%	-3.2%[10 µM]	7.1%	?	3.1%	1.7%
CC(=O)Nc1ccc(-n2c(C)ccc2C)cc1	-4.9%	-9.5%	-0.6%	-33.1%[inhibitor]	-1.9%	?	?	-11.2%
CCn1cc(C(=O)OCC(=O)Nc2cc(Cl)ccc2C)c(=O)c2ccc(C)nc21	2.5%	-0.6%	.	.	-1.7%	.	2.2%	-3.4%
O=c1c2cc(NC(=S)N3CCCCC3)ccc2nc2n1CCCCC2	3.5%	-0.3%	-7.8%	-12.3%	-1.9%	-2.2%	0.1%	4.2%
COc1ccccc1Nc1nc(NCCCN(C)C)nc(N)c1[N+](=O)[O-]	?	5.5%	-5.4%	18.0%[10 µM]	-4.4%	-29.0%	?	-9.8%
CC1CCCC(C)N1C(=O)CSc1nc2ncnc(N)c2[nH]1 (configuration not stated)	6.0%	0.0%	-0.1%	-16.6%	-10.3%	-1.6%	-5.0%	5.2%
COc1cccc(N2CCCn3c2nc2c3c(=O)n(CCN3CCOCC3)c(=O)n2C)c1	-7.7%	4.1%	-4.0%	-2.5%	0.1%	-4.7%	-6.3%	-8.1%
COC(=O)C1C(=O)N2CCCSC2=C(C#N)C1c1cccs1 (configuration not stated)	-1.5%	2.3%	-9.3%	-15.9%[10 µM]	-0.5%	2.8%	-9.7%	-2.9%
CCNC(=O)c1c(NC(=O)Cc2coc3cc(C)ccc23)sc2c1CCCC2	-22.6%	0.8%	.	.	6.4%	.	-14.0%	-5.3%

Screens: PubChem BioAssay, National Center for Advancing Translational Sciences (NCATS)

An excerpt. The share of hits here may be higher or lower than overall.
